D1 ag = Allosteric Agonists of the Human D1 Dopamine Receptor: qHTS. D(1A) dopamine receptor (Homo sapiens), P21728. HEK293 T-REx D1 cells, calcium flux, agonist mode. activation, % at 2 µM. 1% of 360,000 active. AID 504660, 2011; in the data active means activation above about 30%; further: 0% is about no effect
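Inducible HEK293 T-REx D1 cells, force-coupled to calcium signalling, were plated at 4000 cells/well with tetracycline and held overnight at 30 C. After no-wash calcium dye loading, compound-evoked calcium rise over 180 s flagged agonists.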
D1 antag = Antagonist of Human D 1 Dopamine Receptor: qHTS. activity change, negative = inhibition, % at 10 µM. 3.2% of 360,000 active. HEK293 TREx D1 cells, calcium flux, dopamine EC80; stronger effect = lower value. D(1A) dopamine receptor (Homo sapiens), P21728; in the data active means activity change below about -30%; further: on the % scale 0 is the no-effect control and ±100 the full control effect
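After overnight tetracycline induction at 30 C, force-coupled D1 HEK293 cells took up a no-wash calcium dye at room temperature. Compounds were added and monitored 180 s, and the response to EC80 dopamine was then recorded.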
RXFP1 antag = qHTS Assay for Antagonists of the Relaxin Receptor RXFP1. AID 1259400, 2018. Relaxin receptor 1 (Homo sapiens), Q9HBX9. 0.59% of 350,000 active. activity change, negative = inhibition, % at 57.5 µM. HEK293-RXFP1, relaxin-stimulated cAMP HTRF, 30 min; stronger effect = lower value;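 active means activity change of -60% or lower, but not beyond a set lower limit; inconclusive means change between -60% and -40%, or beyond the set limit; inactive means change above -40%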; further: on the % scale 0 is the no-effect control and ±100 the full control effect
Apoferritin bind = qHTS Assay for Identification of Novel General Anesthetics | apoferritin/1-aminoanthracene competitive binding, fluorescence | 0.074% of 350,000 active | Potency, µM (series often up to 77.5 µM), for the others: at the top dose activity change, negative = displacement, most hits filed as inhibitors | AID 485281, 2010 | Ferritin light chain (Equus caballus), P02791; further: potency means the concentration at half of the fitted maximal effect; on the % scale 0 is the no-effect control and ±100 the full control effect; nearly all actives have a fitted effect of over 20% in size
Target sequence (P02791 2-175 limits assumed): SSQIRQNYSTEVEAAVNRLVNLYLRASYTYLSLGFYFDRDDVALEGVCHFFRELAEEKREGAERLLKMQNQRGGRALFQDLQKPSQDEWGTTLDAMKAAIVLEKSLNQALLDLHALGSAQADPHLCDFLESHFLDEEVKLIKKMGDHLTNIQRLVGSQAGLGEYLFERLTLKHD
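Apoferritin-based anesthetic binding model; compound displacement of fluorescent 1-AMA measured as endpoint fluorescence after 10 minutes at room temperature, scaled to free-ligand and complex controls.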
TRHR PAM = qHTS for Small Molecule Agonists and Allosteric Enhancers of Human TRH Receptor: Primary Screen for Enhancers; Thyrotropin-releasing hormone receptor (Homo sapiens), P34981; TRHR cells, fluo-8 calcium fluorescence, EC20 TRH enhancement; enhancement, % at 2 µM; 0.66% of 360,000 active; in the data active means enhancement above about 30%; further: 0% is about no effect
Target sequence (P34981 whole entry, looked up): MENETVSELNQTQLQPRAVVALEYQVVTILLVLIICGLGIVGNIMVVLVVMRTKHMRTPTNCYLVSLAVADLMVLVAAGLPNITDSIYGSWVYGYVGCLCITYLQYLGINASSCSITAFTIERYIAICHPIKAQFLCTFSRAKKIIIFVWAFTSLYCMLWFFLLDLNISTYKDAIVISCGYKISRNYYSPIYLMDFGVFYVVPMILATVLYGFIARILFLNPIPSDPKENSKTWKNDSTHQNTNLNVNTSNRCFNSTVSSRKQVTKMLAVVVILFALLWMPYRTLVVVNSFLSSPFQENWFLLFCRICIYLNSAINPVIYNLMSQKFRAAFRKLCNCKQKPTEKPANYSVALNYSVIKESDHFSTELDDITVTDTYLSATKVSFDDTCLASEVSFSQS
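Enhancer read-out: after compound pinning and an initial kinetic agonist-mode read, an EC20 of TRH (10 nM final) was injected and fluo-8 calcium signal (Ex 480/Em 530) followed at 1 s/cycle for 100 cycles in TRHR-expressing cells.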
D1 PAM = Potentiators of Human D1 Dopamine Receptor: qHTS. HEK293 TREx D1 cells, calcium flux, dopamine EC20 potentiation. potentiation, % at 10 µM. 0.036% of 360,000 active. AID 504651, 2011; in the data active means potentiation above about 30%; further: 0% is about no effect
RXFP1 ag = qHTS Assay for Agonists of the Relaxin Receptor RXFP1; Relaxin receptor 1 (Homo sapiens), Q9HBX9; HEK293T-RXFP1 cAMP TR-FRET, 30 min; response scale: percent of porcine relaxin response, buffer zero; Potency, µM (doses to about 57.5 µM), for the others: at the top dose activation, hits mostly activators; 0.3% of 370,000 active; further: potency means the concentration at half of the fitted maximal effect; on the % scale 0 is the no-effect control and ±100 the full control effect; nearly all actives have a fitted effect of over 60% in size; many of its hits are not listed in these tables
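HEK293T cells stably expressing RXFP1 were pretreated with the PDE4 inhibitor Ro 20174, exposed to compounds for 30 min at 37C, lysed, and cAMP was read by TR-FRET. Data normalized to buffer (basal) and 29 nM porcine relaxin (100%).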
D2 PAM = HTS Assay for Positive Allosteric Modulators of the Human D2 Dopamine Receptor: Primary Screen for Potentiators. D(2) dopamine receptor (Homo sapiens), P14416. HEK293 T-REx D2, calcium flux, EC20 dopamine potentiation. potentiation, % at 10 µM. 0.34% of 340,000 active. AID 485347, 2010;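 active means potentiation over 3 SD above the plate norm, cut at about 30% in these data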; further: 0% is about no effect
Target sequence (P14416 whole entry, looked up): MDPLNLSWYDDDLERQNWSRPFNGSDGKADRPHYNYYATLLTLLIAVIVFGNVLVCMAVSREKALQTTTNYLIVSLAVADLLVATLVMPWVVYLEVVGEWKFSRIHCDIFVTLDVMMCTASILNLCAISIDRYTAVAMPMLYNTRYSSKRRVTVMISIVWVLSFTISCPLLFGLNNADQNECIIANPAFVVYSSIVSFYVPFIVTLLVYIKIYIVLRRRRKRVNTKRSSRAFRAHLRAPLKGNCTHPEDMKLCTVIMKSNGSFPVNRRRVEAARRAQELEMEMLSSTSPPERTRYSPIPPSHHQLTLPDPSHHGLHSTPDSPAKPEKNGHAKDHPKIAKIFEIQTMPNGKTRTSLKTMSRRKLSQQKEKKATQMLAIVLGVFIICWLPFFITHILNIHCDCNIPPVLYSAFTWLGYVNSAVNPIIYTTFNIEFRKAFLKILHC
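Potentiation of an EC20 dopamine calcium response measured kinetically over 180 s, after a preceding 180 s compound-only read flagging agonists. Cells: inducible Hek293 Trex D2 line, 4000/well, cultured overnight at 30 C before dye loading.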
TRHR agonist = qHTS for Small Molecule Agonists and Allosteric Enhancers of Human TRH Receptor: Primary Screen for Agonists; TRHR cells, calcium flux fluo-8, FDSS agonist mode; activation, % at 2 µM; 0.18% of 360,000 active; AID 493084, 2011; in the data active means activation above about 30%; further: 0% is about no effect
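In this calcium-flux screen, cells bearing human TRHR are dye-loaded with fluo-8, baselined for 10 cycles, then exposed to library compounds; positive kinetic calcium responses during the agonist phase mark hits, with TRH as control.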
Active calls of the source: *; ? = inconclusive; . = not tested or not shown; [ ] = dose if it differs, or a comment. Unless noted, the call rests on the fitted dose curve; in most records, active means well fitted curve in the direction sought with a large enough effect; inconclusive means small, poorly fitted or top-dose-only effect, or another doubt; inactive means no such curve, though single readings can be large; an effect the other way counts as inactive or inconclusive.

molecule	D1 ag	D1 antag	RXFP1 antag	Apoferritin bind	TRHR PAM	D1 PAM	RXFP1 ag	D2 PAM	TRHR agonist
CCOc1ccc(OCC)c(NC(=O)c2nnn(Cc3cc(Br)ccc3OC)c2N)c1	0	6	.	2%	-1	-2	1.3%	-8	0.3
CC(OC(=O)/C=C/c1cccc(C(F)(F)F)c1)C(=O)NC1CCCCC1C (stereo not given)	2	-13	-16	.	6	-4	0.2%	9	0.0
NC(=O)C1CCN(S(=O)(=O)c2ccc3c(c2)OCCO3)CC1	3	-1	8	2%	0	5	-1.3%	13	0.1
Cc1nc2c(C)cccc2c2c1CCS2	1	-13	-4	0%	26	6	4.5%	10	0.1
CN(C)CC(O)COC(c1ccc(Cl)cc1)c1ccc(Cl)cc1 (stereo not given)	25	2	-25	-7%	-1	1	2.6%	-4	2.2
CN(C)c1ccc(C(=S)NCc2ccco2)cc1	5	-26	-38	1%	-5	-6	-1.0%	.	4.4
O=C(NCCc1c[nH]c2ccccc12)c1cnccn1	4	-5	6	-10%	-1	-2	0.4%	5	0.0
OCCSc1nc(-c2ccccc2)nc2c1CCC2	0	-2	12	-13%	0	-3	6.0%	-3	0.1
Nn1c(SCc2cn3ccsc3n2)nnc1-c1ccncc1	2	-20	1	2%	5	2	0.1%	-1	1.5
COCCOC(=O)c1c(NC(=O)CNc2ccc(C)c(F)c2)sc(C(N)=O)c1C	3	7	-11	-2%	-5	1	0.4%	3	0.3
COc1ccc(CNS(=O)(=O)c2cn(C)c(=O)n(C)c2=O)cc1	2	6	-6	-7%	3	0	-1.9%	4	0.1
CCc1ccc(C2C(C(=O)O)c3ccccc3C(=O)N2C)cc1 (stereo not given)	1	4	12	-7%	-4	3	-4.4%	-5	-0.2
COC(=O)CCC(=O)OC1(C)C(=O)C=C2C=C(C3CC3)N(Cc3ccco3)C=C2C1=O (stereo not given)	9	-1	.	-3%	-2	1	-2.7%	-3	0.7
O=C1Cc2cc(S(=O)(=O)N3CCCCC3)ccc2N1	1	-5	7	-10%	-7	3	1.0%	1	-0.3
C=C(C)c1ccc(C(C)(C)NC(=O)N2CCN(C)CC2)cc1	-1	14	2	-4%	2	-8	0.1%	3	-0.9
CCOC(=O)C1(CCc2ccccc2)CCN(Cc2ccc(C(=O)OC)cc2)CC1	8	1	-10	-6%	4	2	1.6%	-7	0.5
C=CCn1cc(-c2ccc(Cl)cc2)cc(C#N)c1=O	1	7	-1	-8%	-6	-1	0.4%	11	-0.4
Cc1ccc(C)c(N2CCN(S(=O)(=O)c3ccc4[nH]c5c(c4c3)CCCCC5)CC2)c1	0	2	.	1%	8	1	-5.3%	-1	0.8
CCOC(=O)CCNC(=O)N1CCN(S(=O)(=O)c2ccc3c(ccn3C)c2)CC1	0	-3	.	-14%	0	0	0.4%	8	-0.2
CCOC(=O)c1ccc(NC(=O)c2cc3c(C)nn(-c4ccccc4Cl)c3s2)s1	2	4	-8	9%	2	-8	-0.2%	2	3.0
CCOc1cc(/C=C2\SC(N3CCCC(C)C3)=NC2=O)ccc1O (stereo not given)	1	3	7	-11%	-4	-8	0.5%	-13	3.8
CC1(C)CC(=O)C2=C(C1)OC(N)=C([N+](=O)[O-])C2c1ccc(F)cc1 (stereo not given)	2	-19	-14	-15%	2	-3	0.5%	10	-0.3
CCC(C)[C@H](NC(=O)N1CCn2c1nc1ccccc12)C(=O)NCCc1ccccc1 (stereo not given in full)	4	-3	-8	?	-6	1	-0.6%	-15	0.2
Cn1c(=O)c2c(-c3cccc(Br)c3)n(C(C)(C)CO)cc2n(C)c1=O	2	7	-1	?	2	-1	2.6%	-20	-0.6
CC(C)(C)c1ccc(OCCC(=O)Nc2ccc(N3CCOCC3)cc2N2CCOCC2)cc1	4	2	-31	.	28	2	-0.6%	6	0.6

(next part)
Order of values: D1 ag, D1 antag, RXFP1 antag, Apoferritin bind, TRHR PAM, D1 PAM, RXFP1 ag, D2 PAM, TRHR agonist
COc1ccc(C(=O)NNc2ncnc3c2cnn3-c2cccc(Cl)c2)cc1OC
  -4, -5, -15, 4%, 1, 3, 1.7%, -11, -0.5
CC(C)CCNC(=O)C1CCN(c2nc3ccc(Cl)cc3[nH]2)CC1
  0, 8, -21, -13%, 3, -1, -1.3%, 11, -0.5
COc1ccc(CCN2C(=O)C3C4CCC(C4=C(C)C)C3C2=O)cc1OC (stereo not given)
  3, -9, -13, -4%, 1, -6, -1.7%, -7, 0.6
CC1(C)CC(NC(=O)Nc2ccc([N+](=O)[O-])cc2)CC(C)(C)N1
  1, -2, -38, -6%, 0, -5, 0.3%, -4, 1.5
COc1cc(OC)cc(-n2nnnc2SCC(=O)Nc2ccc(C(C)=O)cc2)c1
  2, 8, 5, -15%, -11, 2, ?, -10, 0.4
Cc1ccc(C(=O)COC(=O)c2cc(Cl)nc3ccccc23)cc1
  2, -2, -5, ?, -1, -7, 2.2%, -2, -1.1
CN(C)C(=O)Cn1c(SCC(=O)Nc2ccc3c(c2)OCO3)nc2ccccc21
  0, -8, -1, -2%, 0, -7, 1.2%, 4, -0.7
Cc1nn(CC2CC2)c(=O)n1-c1ccc(C(C)C)cc1
  -2, ., -2, -8%, -1, 1, 1.0%, -1, -0.2
CC1CCN(S(=O)(=O)c2ccc(C(=O)Nc3nnc(-c4ccncc4)o3)cc2)CC1
  2, -3, -5, -9%, -5, 2, 0.1%, -1, -0.3
CC1CCCCN1C(=O)C1CCCN(S(=O)(=O)c2cccc3nsnc23)C1 (stereo not given)
  3, -6, 1, -12%, -5, -4, 0.1%, 8, -0.1
CCOC(=O)c1ccc(S(=O)(=O)N2CCN(CCC#N)CC2)cc1
  3, 1, 0, -5%, -4, -1, 1.6%, -1, 0.2
CN1CCc2c(sc3c2C(=O)NC(c2ccc4c(c2)OCO4)N3)C1 (stereo not given)
  11, 11, -9, 4%, -5, 0, -0.1%, -21, 8.6
Cc1ccc2c(c1)sc(=NC(=O)c1cccs1)n2C
  4, 14, -10, -5%, 6, -5, ?, 1, 0.2
CCOC(=O)Cc1ccc(NC(=O)N2CCc3c(sc4c3CCCC4)C2c2ccc(F)cc2)cc1 (stereo not given)
  1, -6, -19, 51%[activator], 4, -1, 2.8%, -3, 0.8
COc1ccccc1CNC(=O)Cn1cccc1C(=O)c1ccccc1
  1, -9, 4, -5%, 0, -1, -1.9%, -8, 1.0
CCCCNc1c(C(=O)OCC)c(=O)[nH]c2ccccc12
  0, 0, 4, -17%, 5, -3, -0.9%, 2, -0.8
Cc1cccc(C(=O)NC2CC3CCC(C2)N3C)c1 (stereo not given)
  3, -25, -1, ., -2, -4, 0.8%, -8, 0.8
Cc1cc(Cl)ccc1NC(=O)CCC(=O)O
  5, -23, 5, 1%, 2, -8, 0.0%, 8, 1.1
O=C(OCC#CCSc1nnc(-c2cccc3ccccc23)o1)c1ccc(Br)cc1
  13, 3, ., ., 9, -1, 1.3%, ., 1.5
S=C(NCCCN1CCOCC1)Nc1ccc(Cl)cc1Cl
  4, 4, 4, -5%, 1, 1, 0.0%, -2, 0.2

Sorted by value in D1 ag (low to high): five of the compounds above.
SMILES	D1 ag	D1 antag	RXFP1 antag	Apoferritin bind	TRHR PAM	D1 PAM	D2 PAM	TRHR agonist
CN(C)C(=O)Cn1c(SCC(=O)Nc2ccc3c(c2)OCO3)nc2ccccc21	0	-8	-1	-2%	0	-7	4	-0.7
CCOC(=O)Cc1ccc(NC(=O)N2CCc3c(sc4c3CCCC4)C2c2ccc(F)cc2)cc1 (stereo not given)	1	-6	-19	51%[activator]	4	-1	-3	0.8
Cc1ccc(C(=O)COC(=O)c2cc(Cl)nc3ccccc23)cc1	2	-2	-5	?	-1	-7	-2	-1.1
CCOC(=O)c1ccc(S(=O)(=O)N2CCN(CCC#N)CC2)cc1	3	1	0	-5%	-4	-1	-1	0.2
O=C(NCCc1c[nH]c2ccccc12)c1cnccn1	4	-5	6	-10%	-1	-2	5	0.0

Another view of some results above.
> CC1CCCCN1C(=O)C1CCCN(S(=O)(=O)c2cccc3nsnc23)C1 (stereo not given)
  D1 ag = 3	D1 antag = -6	RXFP1 antag = 1	Apoferritin bind = -12%	TRHR PAM = -5	D1 PAM = -4	RXFP1 ag = 0.1%	D2 PAM = 8	TRHR agonist = -0.1
> Cc1ccc(C(=O)COC(=O)c2cc(Cl)nc3ccccc23)cc1
  D1 ag = 2	D1 antag = -2	RXFP1 antag = -5	Apoferritin bind = ?	TRHR PAM = -1	D1 PAM = -7	RXFP1 ag = 2.2%	D2 PAM = -2	TRHR agonist = -1.1

Exported as labelled records: entries from further up.
canonical_smiles: CN1CCc2c(sc3c2C(=O)NC(c2ccc4c(c2)OCO4)N3)C1 (stereo not given)
  D1 ag: 11	D1 antag: 11	RXFP1 antag: -9	Apoferritin bind: 4%	TRHR PAM: -5	D1 PAM: 0	RXFP1 ag: -0.1%	D2 PAM: -21	TRHR agonist: 8.6

canonical_smiles: Cc1ccc2c(c1)sc(=NC(=O)c1cccs1)n2C
  D1 ag: 4	D1 antag: 14	RXFP1 antag: -10	Apoferritin bind: -5%	TRHR PAM: 6	D1 PAM: -5	RXFP1 ag: ?	D2 PAM: 1	TRHR agonist: 0.2

Compound activity: PubChem BioAssay, National Center for Advancing Translational Sciences (NCATS)

This is a subset. The share of hits here may be higher or lower than overall.
